PMI inhibition = human PMI inhibitors, high substrate, primary screen, biochemical, fluorescence intensity, high mannose 6-phosphate (AID 1220). inhibition, % at 20 µM, or IC50 in µM where a hit was titrated. 190,000 compounds, 0.66% hits. Mannose-6-phosphate isomerase (Homo sapiens). recombinant PMI enzyme, coupled fluorescence intensity; higher % means a stronger effect
TNAP activation fold = human TNAP enzyme activators, primary screen, biochemical, luminescent, no phosphate acceptor, uHTS (AID 1001); purified TNAP, luminescent activation assay, no phosphate acceptor; higher activation fold means a stronger effect; activation fold at 20 µM; hits with a dose series show EC50 in µM; 200,000 compounds, 0.03% hits; in the data active = activation fold from about 3, or a potency from the dose series; inactive = the rest, 99 in 100 with activation fold below about 1.6; also: many of its hits are not listed in these tables
West Nile antiviral = West Nile virus antiviral activity, cell-based, CPE readout (AID 1621). one-dose CPE inhibition, % at 10 µM; IC50 in µM for titrated hits. West Nile virus-infected cells, CPE inhibition; higher % means a stronger effect. 290,000 compounds, 0.02% hits; in the data active = a potency from the dose series; inconclusive = CPE inhibition mostly from about 3.7% at the one dose, without a potency; inactive = the rest, 99 in 100 with CPE inhibition below about 2.2%; also: strong numbers were not always called active
M17LAP inhibition = P. falciparum M17LAP inhibitors, primary screen, biochemical, fluorogenic H-Leu-NHMec substrate, 1536-well (AID 1619); Leucine aminopeptidase (Plasmodium falciparum (isolate 3D7)); recombinant M17LAP, H-Leu-NHMec fluorogenic kinetic assay; higher % means a stronger effect; inhibition, % at 30 µM; hits with a dose series show IC50 in µM; 220,000 compounds, 0.38% hits;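 active = compound inhibiting the enzyme by more than half at any dose during confirmatory dose-response retesting; inconclusive = strong single-dose inhibitors picked by rank but not retested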;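 also: plate controls were full reaction with DMSO carrier for no effect and no enzyme background for full effect; strong numbers were not always called active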
P. falciparum M1AAP = P. falciparum M1AAP inhibitors, biochemical, fluorogenic H-Leu-NHMec substrate, 1536-well (AID 1445). Aminopeptidase N (Plasmodium falciparum (isolate 3D7)). recombinant M1AAP, H-Leu-NHMec fluorogenic kinetic assay; higher % means a stronger effect. inhibition, % at 30 µM; hits with a dose series show IC50 in µM. 220,000 compounds, 0.42% hits;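 active = primary inhibition above the hit cutoff, then over 50% inhibition at one or more dose response concentrations, cut at about 23% in these data, passing the limit was not always enough; inconclusive = conflicting primary data, or primary hits not chosen for dose response; inactive = low primary inhibition, or under 50% at every dose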;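 also: plate controls were DMSO full reaction for no effect and no enzyme background for full effect; strong numbers were not always called active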
human PMI inhibition = inhibitors of human PMI, primary screen, biochemical, fluorescence intensity, coupled assay (AID 1209). Mannose-6-phosphate isomerase (Homo sapiens). purified PMI enzyme, coupled fluorescence intensity; higher % means a stronger effect. one-dose inhibition, % at 20 µM; IC50 in µM for titrated hits. 190,000 compounds, 0.42% hits;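 also: plate controls were DMSO vehicle for no effect and wells lacking substrate for full effect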
UTI89 phage lysis = inhibition of K1F phage lysis, E. coli UTI89, bacterial capsule biogenesis inhibitors, alamar blue (AID 488966) | E. coli UTI89 K1F phage lysis, alamar blue, 2 h; higher % means a stronger effect | inhibition, % at 100 µM, or IC50 in µM where a hit was titrated | 340,000 compounds, 0.02% hits;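 active = phage lysis inhibition, versus mean bacterial control, above a set limit; inconclusive = no clear call, values can overlap the other calls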;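 also: capsule biogenesis inhibitors block K1F phage lysis so surviving cells raise fluorescence; higher fluorescence means more inhibition of phage lysis; actives were called in the ten point dose series up to 300 µM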
T cell HTS = modulators of CD8 T cell-vesicle binding, primary screen, mouse 2C CD8+ T cells, flow cytometry | 2C CD8+ T cell-vesicle binding; stronger effect = lower value | calls only at 7 µM | 330,000 compounds, 0.068% hits;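 active = response, share of CD8 T cells binding vesicles, and their 90th percentile fluorescence all below set limits, cut at about 80% in these data, passing the limit was not always enough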
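Material: murine 2C transgenic CD8+ T lymphocytes / Also added: QL9-peptide-loaded Drosophila micro-vesicles bearing Ld, ICAM-1 and B7-1 / Schedule: binding step 1.5 h, 37 °C, antibody labelling 20 min, ice / Signal: flow cytometry, PE anti-B7-1 (FL2) versus Alexa647 anti-CD8 (FL8), PFA-fixed / Evaluation: percent CD8+ FL2 mean versus row control / Benchmarks: naked versus QL9-loaded vesicles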
RSV antiviral HEp-2 = RSV antiviral activity via CPE protection, HEp-2 cells, primary 10 µM value included (AID 2391); HEp-2 cells, RSV-induced CPE inhibition; higher % means a stronger effect; 310,000 compounds, 0.13% hits; CPE inhibition, % at 10 µM; hits with a dose series show IC50 in µM; in the data active = a potency from the dose series; inconclusive = CPE inhibition mostly from about 23% at the one dose, without a potency; inactive = the rest, 99 in 100 with CPE inhibition below about 21%; also: strong numbers were not always called active
T cell HTS vesicle-bound % = further read-out of T cell HTS, marked with its call; double positive events, %; measured here: CD8+ vesicle-bound cell fraction;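 binding gate set so that unloaded-vesicle control wells show 10% double positive cells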
The depositor's hits bear a star; i = inactive; u = inconclusive; x = no result given; [ ] = dose if it differs, or a comment. Rule as the data show it, unless noted: active = inhibition above about 50%; inactive = the rest.

Structure	P. falciparum M1AAP	UTI89 phage lysis	T cell HTS vesicle-bound %	West Nile antiviral	RSV antiviral HEp-2	TNAP activation fold	T cell HTS	M17LAP inhibition	PMI inhibition	human PMI inhibition
CCc1ccc(C(C(=O)NC2CCCC2)N(CCOC)C(=O)CCC(=O)Nc2cc(C)on2)cc1 (stereo not drawn)	x	-0.5%	25	-0.7%	0.4%	x	i	x	x	x
O=C(c1ccccc1)N1CCN(c2ncnc3sc4c(c23)CCC4)CC1	3%	-0.2%	6	-0.8%	0.9%	1	i	14%	11%	17%
CC1(N2CCOCC2)CC2(O)C(=[N+]1[O-])CCc1c2no[n+]1[O-] (stereo not drawn)	4%	-0.4%	23	1.1%	0.1%	1.2	i	-22%	48%	18%
COC(=O)c1sccc1N/C=C(\C#N)S(=O)(=O)C(C)(C)C	-1%	x	43	0.1%	0.3%	x	i	20%	x	x
O=C(Cc1ccccc1)NC(NCCCN1CCOCC1)(C(F)(F)F)C(F)(F)F	2%	1.9%	5	-0.1%	0.3%	1	i	6%	-4%	-11%
O=C(NC1CCc2ccccc21)C1CCN(S(=O)(=O)c2ccc(-n3cnnn3)cc2)CC1 (stereo not drawn)	8%	0.5%	59	0.0%	2.2%	1.1	i	-2%	-6%	0%
S=C(NCCc1ccccn1)Nc1cc(Cl)cc(Cl)c1	0%	0.2%	46	-0.7%	15%	x	i	-4%	x	x
CC1(C)CC(=O)C2=C(C1)Nc1ccccc1NC2c1ccc(F)cc1 (stereo not drawn)	x	0.2%	11	-0.7%	0.2%	x	i	x	x	x
O=c1[nH]c2ccc(Cl)cc2c(-c2ccccc2)c1[N+](=O)[O-]	x	0.1%	25	u	u	x	i	x	x	x
O=S1(=O)CC2NC(=S)N(c3cccc(Br)c3)C2C1 (stereo not drawn)	-1%	x	30	0.3%	0.7%	x	i	-8%	x	x
O=C(NC(c1ccccc1)c1ccccc1)c1cccc(S(=O)(=O)NCc2ccccc2)c1	3%	-5.5%	46	-0.5%	20%	1.1	i	-5%	12%	7%
O=C(c1ccco1)N1CCN(C(=O)C2CC(c3ccccc3F)=NO2)CC1 (stereo not drawn)	x	0.3%	40	-0.5%	1.9%	x	i	x	x	x
O=c1c2cnn(-c3ccc(F)cc3)c2ncn1Cc1cccnc1	1%	-0.4%	23	-0.4%	0.1%	1.1	i	-2%	0%	-4%
CCCC(=O)Nc1ccc(OCC(=O)OC)cc1	3%	-1.4%	24	0.1%	2.3%	1	i	7%	2%	7%
O=C(CN1C(=O)S/C(=C\c2ccc(C(=O)O)cc2)C1=O)Nc1ccccc1	x	0.5%	56	0.2%	1.0%	x	i	x	x	x
COC(=O)Cc1ccc(OCc2ccc(Cl)nc2)cc1	-3%	0.4%	23	0.1%	u	1	i	-5%	9%	6%
COc1ccc(CNC(=S)N/N=C(\C)c2ccc(OC)cc2)cc1	5%	0.7%[50 µM]	51	0.1%	22%	x	i	-12%	x	x
O=C(NC1(C(F)(F)F)NC(=O)N(c2ccc(F)c(Cl)c2)C1=O)c1ccncc1 (stereo not drawn)	11%	9.0%	x	0.1%	1.6%	1.1	x	7%	-9%	-2%
COc1ccc(S(=O)(=O)NCCC(=O)NC(C)c2ccccc2)cc1 (stereo not drawn)	-1%	-1.0%	2	0.0%	-0.3%	1.2	i	-4%	3%	3%
NC(=O)c1ccsc1NC(=O)CSc1nnc(C2CC2)n1Cc1ccccc1	7%	0.4%	9	0.2%	0.6%	1.1	i	0%	7%	4%
CCC1CCCCN1S(=O)(=O)c1ccc(C(=O)Nc2nnc(C3=COCCO3)o2)cc1 (stereo not drawn)	x	0.2%	7	-0.6%	6.8%	x	i	x	x	x
COc1cc(CNc2ccc(N3CCOCC3)c(C(=O)O)c2)ccc1OCC(N)=O	-4%	0.5%	52	-0.3%	1.3%	1.1	i	-2%	6%	6%
COc1ccc(NC(=O)CCNS(=O)(=O)c2cccc3nsnc23)cc1	7%	1.2%	65	-0.2%	-0.1%	1.1	i	15%	3%	-12%
COc1ccc(CNC(=O)C(c2ccco2)N(C(=O)c2snc(C(N)=O)c2N)c2cccc(OC)c2)cc1 (stereo not drawn)	x	0.1%	26	0.1%	4.3%	x	i	x	x	x
O=C(COc1ccc2c(-c3ccccc3)cc(=O)oc2c1)Nc1cccnc1	x	0.2%	20	0.1%	-0.6%	x	i	x	x	x
COc1cccc(OC)c1C(=O)NC(C)CCc1ccccc1 (stereo not drawn)	x	0.1%	74	-0.4%	2.4%	x	i	x	x	x
CN(CC(=O)Nc1ccc(N2CCOCC2)cc1)CC(=O)Nc1ccc(Cl)cc1[N+](=O)[O-]	0%	1.5%[50 µM]	1	0.7%	2.5%	1.2	i	6%	15%	16%
Nc1nonc1-n1nnc(C(=O)N/N=C/C2CCCCC2)c1-c1ccccc1	x	0.1%	18	0.0%	2.6%	x	i	x	x	x
CC(C)[C@H](N[C@@H](C)c1ccccc1)c1c(O)ccc2ccccc12	x	-0.1%	60	0.5%	2.3%	x	i	x	x	x
Cc1ccc(C(=O)Nc2sc(Cc3ccc4c(c3)OCO4)c(C)c2C(N)=O)cc1	8%	-2.1%	13	0.0%	2.9%	1.1	i	-3%	-3%	-1%
C=C1CCN([C@@H](Cc2ccccc2)C(=O)NCCCc2ccccc2)S(=O)(=O)c2ccccc21	x	0.4%	24	-0.4%	8.7%	x	i	x	x	x
CCCCn1nnnc1SCC(=O)N(CC)CC	4%	4.6%	29	-0.1%	1.4%	1	i	4%	-6%	-11%
O=C(N/N=C1\C/C(=N\NC(=O)c2ccncc2)c2ccccc21)c1ccncc1	41%	1.2%	19	0.0%	-2.6%	0.9	i	-5%	35%	-34%
Cc1ccc(NC(=O)Cc2csc(-c3ccccc3)n2)cc1F	7%	-8.1%	24	-0.7%	5.5%	1.1	i	1%	4%	10%
COc1ccc(OCC(=O)Nc2ccc(C)c(S(=O)(=O)N(C)C)c2)cc1	-1%	x	34	0.0%	4.2%	1	i	0%	3%	-10%
O=C(C1CCN(Cc2ccccc2)CC1)N1CCN(C/C=C/c2ccccc2)CC1	7%	3.6%	38	0.3%	0.3%	1	i	-9%	-12%	-11%
Fc1ccc(NC(=S)NC23CN4CN(CN(C4)C2)C3)cc1	6%	0.2%	51	-0.1%	0.8%	1.1	i	2%	21%	17%
O=C(O)CCSCCCN1C(=O)c2cccc3cccc(c23)C1=O	9%	0.1%	10	0.6%	0.1%	1	i	8%	-14%	-10%
CCOc1ccc(NC(=O)CCN2CCN(c3ccccc3F)CC2)cc1	-3%	u	42	-0.5%	0.3%	1.1	i	-2%	-3%	-2%
COc1ccc(NC(=S)N=Nc2c(O)[nH]c3ccccc23)cc1	9%	1.7%[50 µM]	41	0.1%	0.5%	x	i	-3%	x	x
Cc1ccc(-c2c[n+](CC(=O)Nc3ccccc3)c3n2CCC3)cc1	-1%	-1.5%	41	0.5%	x	x	i	6%	x	x
COc1cc(/C=C/C(=O)OCC(=O)Nc2ccc([N+](=O)[O-])cc2)ccc1O	6%	-0.1%	36	0.0%	0.6%	x	i	3%	x	x
CCOC(=O)N1CCN(C(=O)c2ccc(CNS(=O)(=O)c3ccc(NC(C)=O)cc3)cc2)CC1	x	0.4%	44	0.3%	0.8%	x	i	x	x	x
CC(C)OC(=O)/C(=C/c1ccc(Br)cc1)NC(=O)c1ccco1	-1%	2.4%	33	-1.6%	0.1%	1.1	i	17%	-3%	5%
COc1ccc2oc(C(=O)OCC(=O)N3C(C)CCCC3C)c(C)c2c1 (stereo not drawn)	x	1.0%[50 µM]	42	-0.7%	7.9%	x	i	x	x	x
CC(=O)Nc1ccc(C(=O)N/N=C(\C)CC(=O)Nc2ccc(OCc3ccccc3)cc2)cc1	6%	0.1%	25	-1.0%	6.4%	1.3	i	10%	-6%	6%
O=C(CCN1CCOCC1)NC1CCCN(Cc2ccccc2F)C1 (stereo not drawn)	x	0.4%[50 µM]	61	-0.4%	0.8%	x	i	x	x	x
N=c1oc2ccc3ccccc3c2cc1-c1nnc2n1CCCCC2	30%	3.3%	34	-0.3%	3.9%	1	i	-316%	20%	9%
CCCn1c(NC(=O)c2ccc(C)cc2)nc2ccccc21	-5%	0.5%	26	0.1%	1.3%	1	i	-5%	-6%	-2%
O=C(CNC(=O)C12CC3CC(CC(C3)C1)C2)N1CCN(S(=O)(=O)c2cccs2)CC1	-3%	4.6%	38	-1.3%	0.9%	1.2	i	8%	0%	0%
COc1ccc(C2/C=C\CN(C(=O)Nc3ccccc3-c3ccccc3)CC(=O)N2Cc2ccc(F)cc2)cc1 (stereo not drawn)	-4%	-0.3%	12	-0.1%	0.2%	x	i	-9%	x	x
COc1ccc(N2C3=C(CC4=C2CC(C)(C)CC4=O)C(=O)CC(C)(C)C3)cc1	9%	0.6%	24	-1.4%	-1.5%	1	i	25%	-20%	-23%
CCC(C)n1nccc1NC(=O)C(C)Cl (stereo not drawn)	-1%	0.1%	39	0.3%	-0.4%	1	i	0%	-12%	-18%
Cn1cccc1CC(=O)N/N=C/C=C/c1ccco1	13%	-0.3%	44	-0.1%	0.8%	1.1	i	24%	-15%	-42%
NC(=O)c1c(NC(=O)CCCC(=O)O)sc2c1CCCCCC2	1%	0.7%	100	-0.3%	0.1%	1	i	14%	-3%	-4%
Cc1ccc(C(=O)O/N=C(\c2ccccc2)c2cccnc2)cc1	0%	-0.4%	42	0.3%	-0.9%	1.1	i	-5%	1%	10%

Screens: PubChem BioAssay, several laboratories
